NR2E3 ag-1: activates human photoreceptor nuclear receptor NR2E3; GST-NR2E3/biotin-RetCOR TR-FRET, 1536-well; inhibition of corepressor binding, % at 4.78 µM; 0.12% of 320,000 active; Q9Y5X4; AID 2300;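 active = percent inhibition above the cutoff of mean plus 3 SD of all tested compounds, set per screening campaign, cut at about 20% in these data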;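 note: 0% = DMSO wells and 100% = biotin wells as full block of FRET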
Target sequence (Q9Y5X4 whole entry, looked up): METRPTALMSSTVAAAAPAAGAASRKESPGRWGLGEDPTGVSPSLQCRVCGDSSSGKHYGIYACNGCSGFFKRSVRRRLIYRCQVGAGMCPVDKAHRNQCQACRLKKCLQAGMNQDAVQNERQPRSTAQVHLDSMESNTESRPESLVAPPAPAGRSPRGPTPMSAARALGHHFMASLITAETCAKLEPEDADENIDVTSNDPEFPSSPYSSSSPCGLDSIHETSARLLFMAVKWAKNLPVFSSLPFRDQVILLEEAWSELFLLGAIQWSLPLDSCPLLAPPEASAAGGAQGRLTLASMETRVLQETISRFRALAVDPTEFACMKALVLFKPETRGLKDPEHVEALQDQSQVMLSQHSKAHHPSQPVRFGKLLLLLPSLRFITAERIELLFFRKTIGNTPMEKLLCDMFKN
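Test system: GST-NR2E3 and biotin-RetCOR proteins | Quantity: 1.35 nM GST-tagged NR2E3 final | Medium: Tris pH 7.5 | Also added: 7 nM biotin-RetCOR | Dosing: Compound at 4.8 µM, single dose | Timing: 5 h at 4 °C | Detection: Time-resolved FRET | Read-out basis: Percent inhibition | Benchmarks: Biotin wells as high control, 0.6% DMSO wells as low control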
hiPSC survival: increases survival of single human iPS cells; 0.044% of 360,000 active; AID 602274; survival enhancement, % at 20 µM; hiPSC single-cell survival, ATPlite luminescence; 100% = ROCK inhibitor wells, 0% = DMSO; in the data active = survival enhancement above about 18%;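 note: cells exposed to compounds for 16 hours before the ATP read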
TRPM1 prom inh: MITF TRPM1 promoter inhibition in SK-MEL-5 cells; AID 488899; 0.83% of 330,000 active; SK-MEL-5 TRPM1 promoter luciferase, 24 h; inhibition, % at 12.5 µM;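 active = mean inhibition across replicates of 60% or more, whatever share of single replicates reaches that level; inconclusive = some that reach 60%, reason not given; inactive = mean inhibition across replicates below 60%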; note: values of inactives mirror those of a sister screen read the other way
aDG glyco act: alpha-DG glycosylation activation; AID 624168; 0.22% of 360,000 active; Pro5-aDG cells, alpha-DG glycosylation AlphaScreen (IIH6); 0% Pro5, 100% B10-LARGE cell signal; activation, % at 10 µM;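 active = activation of at least 8% versus controls, or a plate z-score of at least 8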;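 note: Pro5 are CHO cells carrying HIG-tagged alpha-DG that lacks glycosylation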
NR2E3 ag-2: activates human NR2E3 receptor; Q9Y5X4; CHO-S Gal4-NCOR/VP16-NR2E3 two-hybrid, luciferase; inhibition of corepressor binding, % at 3.98 µM; 0.35% of 360,000 active; AID 602229;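 active = inhibition above the mean of all tested compounds plus 3 SD, cut at about 70% in these data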;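 note: 0% = DMSO with NR2E3 transfected cells and 100% = cells lacking NR2E3 construct; higher means lower luciferase signal from less NR2E3 corepressor binding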
Granule exo inh: lytic granule exocytosis inhibition | TALL-104 LAMP-1 surface exposure, flow cytometry; cells stimulated with thapsigargin and PMA | inhibition, % at 10 µM | 0.66% of 360,000 active | AID 651702;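 active = inhibition above about 55%, limit read from the data; inconclusive = no clear call, values can overlap the other calls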
CaV13 ICDI inh: Disruptors of the CACNA1D IQ motif to Ca2+-dependent inactivation inhibitor domain association, primary screening, Förster resonance energy transfer in intact living … | HEK cells, CFP/YFP FRET ICDI-IQ, plate reader, 10 min; percent FRET-ratio fall versus neutral wells | inhibition, % at 12.3 µM | 0.098% of 340,000 active;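 active = mean replicate inhibition of at least 30% and at least 1% of replicates passing that level; inconclusive = only one of the two criteria is met; inactive = neither criterion is met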;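 note: 0% = median of the neutral control wells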
PDI inh: PDI (human) enzyme inhibition. PDI insulin aggregation turbidity, A650, 90 min. inhibition, % at 10 µM. P07237. 0.052% of 350,000 active;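 active = mean inhibition across replicates of 30% or more, whatever share of single replicates reach that level; inconclusive = mean inhibition below 30% while every single replicate reaches 30%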;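 note: absorbance from insulin aggregation driven by PDI reduction with DTT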
Target sequence (P07237 whole entry, looked up): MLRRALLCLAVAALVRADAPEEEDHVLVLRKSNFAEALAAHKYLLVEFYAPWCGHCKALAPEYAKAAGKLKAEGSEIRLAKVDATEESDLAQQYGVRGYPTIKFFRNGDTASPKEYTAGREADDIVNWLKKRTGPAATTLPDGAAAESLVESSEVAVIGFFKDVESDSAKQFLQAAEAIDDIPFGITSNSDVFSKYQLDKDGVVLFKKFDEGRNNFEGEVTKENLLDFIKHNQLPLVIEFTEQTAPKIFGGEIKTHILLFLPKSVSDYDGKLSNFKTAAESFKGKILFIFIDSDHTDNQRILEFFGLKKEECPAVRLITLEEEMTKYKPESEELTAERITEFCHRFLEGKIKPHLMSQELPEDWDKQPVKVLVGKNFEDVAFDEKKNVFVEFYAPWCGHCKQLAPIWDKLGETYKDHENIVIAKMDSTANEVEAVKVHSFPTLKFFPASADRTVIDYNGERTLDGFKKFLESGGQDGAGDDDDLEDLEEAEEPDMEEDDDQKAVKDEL
HIF-2a inh: blocks HIF-2a reporter activity | 786-0 RCC cells HIF-2a reporter, luciferase luminescence, overnight | inhibition, % at 18.8 µM | 0.72% of 360,000 active | AID 624352;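 active = inhibition of the luminescence signal of 40% or more relative to plate controls, in a single-dose primary screen at 18.75 µM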
Peg3 promoter: Peg3 promoter activity inhibition | AID 588405 | inhibition, % at 20 µM | HeLa PEG-Prom luciferase reporter, luminescence, overnight | 1.7% of 360,000 active;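 active = inhibition of at least 50% at 20 µM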
Vif inh: blocks HIV Vif function; HEK293T cells, Vif self-association by quenched fluorescence, imaging, 24 h; 0.35% of 340,000 active; inhibition, % at 7.49 µM; in the data active = inhibition above about 50%, passing the limit was not always enough; inconclusive = no clear call, values can overlap the other calls; inactive = below about 31%; note: some results filed as inactive read as strong as hits
* = called active by the depositor; ? = inconclusive; . = not tested or not shown. Compounds as they come; any-hit rate near 3.5%.

smiles	HIF-2a inh	NR2E3 ag-2	NR2E3 ag-1	Peg3 promoter	Vif inh	aDG glyco act	Granule exo inh	hiPSC survival	PDI inh	CaV13 ICDI inh	TRPM1 prom inh
Cc1cc(NC(=O)Nc2c[nH]c(=O)[nH]c2=O)ccc1Br	-5	-11	0	-12	14	-0.1	-1	-0.8	-3	-16	2
COc1cc(Cl)ccc1OCc1cc(C(=O)N2CCN(C)CC2)no1	-4	-25	-5	-10	3	-0.1	-15	-0.4	0	-3	-11
COc1ccc(CN(CC2CCC(C(=O)O)CC2)C(=S)Nc2ccccc2C)cc1 (stereo unspecified)	11	-6	3	-5	12	-0.1	-1	-0.6	7	-5	2
CC(=O)c1ccc(C)cc1OC(=O)c1cccc(F)c1	7	-45	1	8	.	-0.2	5	0.9	-3	0	3
Cn1ccnc1COc1ccc(/C=N/O)cc1	-8	-40	-1	-2	1	-0.2	15	-0.5	6	-9	-2
COc1ccc(/C=N/Nc2nc(C)nc(N)n2)cc1	-115	-7	-2	-101	-4	-0.1	-6	-0.5	10	-3	-27
Fc1cccc(-c2ncc(-c3ccccc3)o2)c1	-231	-23	.	-230	2	0.1	-4	-1.4	-3	-2	-51
COc1cccc(CC(=O)N2CCCC(CCC(=O)N3CCN(c4ccccn4)CC3)C2)c1 (stereo unspecified)	-1	-12	-2	2	-1	0.0	0	-0.2	-1	5	2
COc1cc(/C=C2\SC(=O)N(c3ccccc3Cl)C2=O)cc([N+](=O)[O-])c1O	2	-14	.	15	-15	0.6	0	2.0	3	2	12
Cc1cc(C(=O)COC(=O)c2cccnc2Cl)c(C)n1C	-181	-138	.	-30	1	0.0	2	-0.7	-13	-5	-16
COc1ccc(S(=O)(=O)N2CCCC2)cc1NC(=O)c1ccccc1	13	-11	3	5	7	-0.2	3	-0.1	-18	-3	-1
CCCc1nc2ccccc2c(=O)n1/N=C/c1ccc(O)cc1O	15	-13	-3	19	-4	-0.8	0	3.1	11	.	15
Cc1ccc(C(=O)NCCc2ccc(S(N)(=O)=O)cc2)o1	-31	-14	3	-41	3	-0.3	-1	0.0	1	-2	5
COc1ccc2nc(C(c3ccc(C)cc3)n3c(-c4ccccc4Br)nc4ccccc43)[nH]c2c1 (stereo unspecified)	-224	-144	.	-334	4	0.1	-5	-0.6	.	-7	.
O=C(CNS(=O)(=O)c1ccc(Br)cc1)Nc1ccc2c(c1)OCCO2	17	13	.	1	7	-0.3	0	-0.1	-7	.	10
Cn1c(=O)c2c(ncn2CC(=O)N/N=C/C(Cl)=C/c2ccccc2)n(C)c1=O	5	-3	-2	3	-1	0.4	-6	-0.2	-2	-6	-7
CCOC(=O)N1CCN(C(=O)CS(=O)(=O)Cc2nc(-c3cccc(OC)c3)oc2C)CC1	7	13	5	-2	-7	-0.1	2	0.3	11	-2	13
COc1ccc(C(=O)OCCN=C2NS(=O)(=O)c3ccccc32)cc1OC	11	14	0	10	1	-0.2	6	-1.9	6	-3	-5
COCCCNC(=O)Cn1c(=O)n(Cc2ccc(C(=O)NCCc3ccc(OC)c(OC)c3)cc2)c(=O)c2ccccc21	12	-22	-2	16	-2	-0.2	2	-0.2	4	-14	19
COc1cc(OCc2ccccc2)c(C(=O)/C=C/c2ccc3c(c2)OCO3)c(OC)c1OC	52*	1	3	39	2	0.0	11	-0.8	-2	-2	-9
CCOC(=O)c1ccccc1NC(=O)CSc1nc2ccccc2c(=O)n1CCCN1CCOCC1	2	-2	.	19	-3	-0.1	2	5.5	-5	-3	-6
O=C(O)c1cc(Cl)c(Cl)cc1C(=O)N(Cc1ccccc1)Cc1ccccc1	17	-7	3	4	6	0.1	12	-0.5	7	-21	7
CC(OC(=O)c1ccc(F)c(S(=O)(=O)N2CCOCC2)c1)C(=O)NCC1CCCCC1 (stereo unspecified)	-1	1	1	-1	4	-0.1	0	0.1	-4	-6	.
CCOC(=O)c1sc2nc3c(SCCC#N)cc(C(=O)c4cc(F)ccc4O)cn3c(=O)c2c1C	13	-17	-2	24	-2	-0.6	-1	-1.1	-1	-3	10
CCCCOCCCNc1ncnc2c1[nH]c1ccccc12	7	87*	0	11	-13	5.6	0	-4.4	-3	-5	11
Cc1ccc(NC(=O)CC2SC(=NCC3CCCO3)NC2=O)cc1Cl (stereo unspecified)	14	-7	2	10	87*	-0.3	-2	-0.5	7	-5	5
NC(=O)C1CCN(C(=O)C(Cc2ccccc2)NC(=O)c2ccccc2)CC1 (stereo unspecified)	10	11	-3	-5	.	-0.1	0	4.8	0	-6	-5
CCc1ccc(CNC(=O)CCS(=O)(=O)Cc2ccccc2F)cc1	0	2	3	-3	-1	-0.2	13	-0.3	8	-7	-1
COc1ccc(CCNC(=O)CNS(=O)(=O)c2ccc(Br)cc2)cc1	9	-2	0	12	2	0.5	17	-1.0	-7	-4	-2
CCCCNC(=O)CCn1c(=O)c2ccccc2n(CC(=O)Nc2ccccc2OCC)c1=O	20	-10	0	4	2	-0.2	0	-4.7	?	.	3
CC1CN(C(=O)CCC(=O)NCc2cccnc2)c2ccccc2O1 (stereo unspecified)	14	-13	-3	11	4	-0.5	-2	3.5	.	-8	-5
Cn1nc(C(C)(C)C)c([N+](=O)[O-])c1C(N)=O	9	0	-3	11	12	-0.1	-4	0.0	8	-4	5
COC(=O)c1sccc1NC(=O)Nc1cc(C)ccc1OC	0	-14	.	23	-3	-0.3	-1	-0.4	3	.	2
COc1cc(NS(=O)(=O)c2ccc(NC(=S)NC(=O)CC(C)C)cc2)nc(OC)n1	14	-26	4	12	.	-0.1	1	3.9	20	-4	10
CC(=O)Nc1ccc2c(c1)OCO2	6	-5	-5	21	2	-0.2	1	1.1	11	-5	-1
CCC(=O)N(Cc1cc(=O)[nH]c2ccccc12)c1ccc(C)cc1	14	-24	1	4	-9	0.2	-11	-0.3	0	-6	10
CCCCCCSc1ccc([C@H]2N[C@@](Cc3ccccc3)(C(=O)OC)[C@H]3C(=O)N(CC)C(=O)[C@@H]23)cc1	17	11	-4	10	-5	0.4	13	3.2	4	-10	14
O=C(NC12CC3CC(CC(C3)C1)C2)c1cccnc1Cl	21	-12	3	4	-2	0.1	4	-0.4	-2	-3	-2
Cc1ccccc1N1CCN(S(=O)(=O)c2ccc3oc(=O)ccc3c2)CC1	13	26	4	7	0	1.2	-8	-0.7	5	-1	8
CCn1c(N)c(C(=O)COC(=O)CCc2nc3ccccc3c(=O)[nH]2)c(=O)[nH]c1=O	2	5	3	-6	-1	-0.1	0	0.0	3	-3	6
CCOC(=O)c1c(C)n(C)c2ccc(OC(C)=O)cc12	9	10	-5	-20	-6	1.3	-2	-1.2	-4	0	-9
COc1ccc(Nc2nc(N)nc(C(F)(F)F)n2)c(OC)c1	-34	-22	-5	-32	-8	0.1	1	0.2	4	-6	-23
Cc1sc2nc(CN3CCCCC3)nc(N3CCN(C(=O)c4ccco4)CC3)c2c1C	14	-16	-4	24	1	0.7	23	-1.0	6	0	-6
CC[C@@H](C)C(N)c1cn([C@@H](CCC(=O)O)C(=O)N2CCNCC2)nn1 (stereo partly specified)	16	30	-4	6	9	0.0	-4	5.7	1	-5	2
NC(Cc1ccc(C(F)(F)F)cc1)c1csc(Nc2ncccn2)n1 (stereo unspecified)	-1	-17	.	8	-4	1.4	0	2.7	-4	-6	.
COc1ccc(-c2nnn(CC(=O)N3CCN(c4ccc(F)cc4)CC3)n2)cc1	8	4	2	11	-16	0.1	-1	-0.4	-3	3	-13
COc1ccc(Nc2nc(NCC3CCCO3)c3ccccc3n2)c(OC)c1 (stereo unspecified)	20	-10	0	23	-7	0.2	3	-1.7	-4	-4	-1
NC(=O)c1ccc(NC(=O)COC(=O)c2ccccc2SCC(=O)N2CCCC2)cc1	-10	3	.	-28	-1	-0.4	14	1.1	7	-5	.
O=C(C1CC(c2ccc(F)cc2)=NO1)N1CCN(Cc2ccccc2)CC1 (stereo unspecified)	7	-5	-1	15	-12	0.1	1	0.4	.	-12	11
COc1ccc(Nc2nc(Nc3ccc(OC)cc3OC)nc(N3CCN(C)CC3)n2)c(OC)c1	13	16	0	33	-18	-0.6	32	-3.1	-3	-3	4
NC(=O)c1ccc(NC(=O)COC(=O)c2cccc(Oc3ccccc3)c2)cc1	21	19	0	3	4	-0.4	0	-0.4	22	-5	-3
O=C1NC(=O)/C(=C/c2cccc([N+](=O)[O-])c2)N1	5	-21	0	23	.	-0.2	1	1.4	1	-20	6
O=C(Nc1cccnc1)C1CC(c2ccccc2O)=NO1 (stereo unspecified)	5	-52	0	-7	2	-0.2	5	4.5	9	.	-2

Some values from the entries so far.
Under aDG glyco act, COc1ccc(CN(CC2CCC(C(=O)O)CC2)C(=S)Nc2ccccc2C)cc1 (stereo unspecified) has the entry -0.1
Under PDI inh, CCOC(=O)c1c(C)n(C)c2ccc(OC(C)=O)cc12 has the entry -4

Screening results (PubChem)
